Screening results as filed in PubChem.
MKP-3 inhibition = MKP-3 phosphatase inhibitors, primary screen, biochemical, rat enzyme, in vitro (AID 425); one-dose inhibition, % at 20 µM; IC50 in µM for titrated hits; recombinant MKP-3 phosphatase activity, fluorescence; higher % means a stronger effect; actives 0.17% (n = 110,000); in the data active = inhibition above about 50%;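 note: plate controls were vehicle for no effect and reference inhibitor for full effect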
Hsp70 inhibitors = small molecules displacing fluorescent ligand from Hsp70 – biochemical, fluorescence polarization, primary screen (AID 583) | displacement, % at 20 µM, or IC50 in µM where a hit was titrated | Hsp70 fluorescence polarization probe displacement, mP; higher % means a stronger effect | actives 0.06% (n = 140,000); in the data active = displacement above about 50%;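 note: plate controls were vehicle for no effect and reference ligand for full effect; a part of the inactive calls stands beside numbers as strong as those of hits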
Numbers without * were called inactive; nt = no result given; & = joins results of further samples. The list is partial; the hit share may differ from the screen's.

Every second line gives: MKP-3 inhibition | Hsp70 inhibitors
- Cc1noc(C)c1CSc1nnc2cc(C)c3ccccc3n12
 : 8% | -1.9%
- CC(C)OC(=O)Nc1ccc(Oc2c(F)c(F)c(F)c(F)c2F)cc1
 : -11% | -2.7%
- NC(=O)C1CCN(C(=O)c2ccccc2NC(=O)c2ccccc2Br)CC1
 : 2% | -1.9%
- CCOC(=O)c1ccc(CNC(=O)c2n[nH]c(=O)c3ccccc23)o1
 : 1% | 1.6%
- Cc1ccccc1/C(N)=N/OC(=O)c1ccc(C)c([N+](=O)[O-])c1
 : 1% | 1.3%
- CC(C)C(=O)Nc1cccc(-c2nc3cc(Cl)cc(Cl)c3o2)c1
 : 3% | -16%
- CCCc1nc(N2CCCC2)c(C#N)c2c1CCCC2
 : -5% | 4.7%
- CCCC1CCc2nc3ccccc3c(C(=O)O)c2C1 (stereo not given)
 : -1% | 1.3%
- CC(C)(C)C1CCC2(CC1)C(C#N)=C(SCC(=O)Nc1ccccc1)NC(=O)C2C#N (stereo not given)
 : -5% | 5.5%
- O=c1oc2ccccc2c(O)c1CN1CCCCC1
 : -5% | 4.6%
- O=C(N=Nc1c(O)n(CN2CCCCCC2)c2ccc(Br)cc12)c1cccnc1
 : 3% | -5.4%
- CC1CCN(S(=O)(=O)c2ccc3c(c2)c(=O)c(C(=O)NC2CCCC2)cn3C)CC1
 : 2% | -0.9%
- CCOC(=O)CCCCC(=O)c1[nH]c(=O)[nH]c1Cn1ccnc1
 : 16% | nt
- O=[N+]([O-])c1cccc(Nc2ccccc2)c1
 : -1% | -2.1%
- O=C(Cn1nc(Cc2cccnc2)c2ccccc2c1=O)NCC1CCCO1 (stereo not given)
 : 2% | 1.8%
- COC(=O)c1ccc(C(=O)OC)c(NC(=O)C(C)(C)C)c1
 : 2% | 4.2%
- Cc1ccc2c(c1)cc(CN(Cc1ccc3c(c1)OCO3)C(=O)c1cnccn1)c1nnnn12
 : -5% | -0.1%
- COc1ccc(Cc2nn3c(-c4ccccc4Br)nnc3s2)cc1
 : 5% | 10%
- CC(=O)Nc1c2ccc([N+](=O)[O-])cc2n2c(C)nc3ccc(Cl)cc3c12
 : 0% | 5.3%
- O=C(NC1CCCCCC1)c1cccs1
 : -13% | 2.0%
- O=C(Nc1ccc2c(c1)oc1ccc(S(=O)(=O)N3CCCC3)cc12)C1CC1
 : -8% | -2.8%
- COC(=O)CSc1nc2ccccc2c(=O)n1C
 : -9% | 1.4%
- Cc1ccc(/C=N/c2ncn[nH]2)c(O)c1
 : -2% | 8.4%
- Cc1ccc(-c2ccc(OCC(=O)Nc3cccc([N+](=O)[O-])c3)cc2)cc1
 : 3% | 0.5%
- CC1=NN(C(=O)c2ccc(Cl)cc2)C(O)(c2ccc(Cl)cc2)C1 (stereo not given)
 : -1% | 1.2%
- C[C@H]1C[C@@H]2[C@H]([C@@H](O)C[C@@]3(C)[C@H]2CC[C@]3(O)C(=O)CO)[C@@]2(C)C=CC(=O)C=C12
 : -1% | -1.0%
- O=c1[nH]c(=S)[nH]c2c1C1(CCCC1)Cc1ccccc1-2
 : 0% | 2.1%
- CCOC(=O)c1ccc2ncc(C(=O)OCC)c(NCc3ccco3)c2c1
 : -2% | 1.3%
- CCOC(=O)C(=CNCC(=O)O)C(=O)OCC
 : 0% | -0.4%
- Cc1nnc(/N=C2\C(=O)Nc3ccccc32)s1
 : -3% | 4.1%
- CCOC(=O)c1sc(NC(=O)c2ccc(C)c([N+](=O)[O-])c2)c(C(=O)OCC)c1C
 : -7% | -2.3%
- O=C(NC1CC1)c1cc(-c2cccs2)nc2ccccc12
 : 0% | 0.5%
- COc1cc(/C=C2/C(=O)N(c3ccccc3)N=C2C)cc([N+](=O)[O-])c1O
 : -3% | 9.9%
- CCOc1ccc(-c2nnc3n2N=C(c2ccc(OC)cc2)CS3)cc1
 : -7% | 1.9%
- COc1ccc(CNC(=O)C(c2ccc(C)o2)N(Cc2cccs2)C(=O)Cc2cccs2)cc1 (stereo not given)
 : nt | 1.7%
- COC(=O)C1=C(C)N(c2cccc(OC)c2)C(=O)/C1=C\c1ccccc1F
 : 4% | 2.1%
- Cc1ccc(OCC(=O)NC23CC4CC(CC(C4)C2)C3)cc1
 : -2% | 7.9%
- CCOc1ccc(CNC(=O)C2CC(=O)N(C3CCCC3)C2)cc1OC (stereo not given)
 : 2% | 1.1%
- Cc1onc(-c2c(F)cccc2Cl)c1C(=O)Nc1nc2c(s1)CCCC2
 : 0% | 3.2%
- CCCn1c(SCC(=O)N2c3ccc(F)cc3CCC2C)nnc1-c1ccccn1 (stereo not given)
 : nt | 1.5%
- Cc1ccc(NC(=O)C(C)Sc2nnc(-c3cccnc3)n2-c2ccccc2)cc1 (stereo not given)
 : nt | -5.0%
- CCC1=Nc2ccccc2-c2nnc(SC)nc2O1
 : -1% | 1.3%
- CCOC(=O)N1CCC(NC(=O)c2cc3c(-c4cccc(OC)c4)nn(C)c3s2)CC1
 : 3% | -1.5%
- Cc1cc(=O)oc(C)c1C(=O)NCc1ccccc1
 : nt | 5.2%
- CC(/C=C1\SC(N2CCN(C3=NC(=O)/C(=C\C(C)=C\c4ccccc4)S3)CC2)=NC1=O)=C\c1ccccc1
 : 1% | -4.0%
- CC(C)(C)NS(=O)(=O)c1ccc(CCC(=O)NCc2ccco2)cc1
 : -9% | -2.5%
- Cc1nc2ccc(F)cc2cc1C(=O)NCC1CCCO1 (stereo not given)
 : -5% | -1.3%
- COC(=O)Nc1ccc2c(c1)N(C(=O)CCN(C)C)c1ccccc1CC2
 : 3% | -1.5%
- Cc1c(Cl)cccc1-n1ncnc1-c1ccc(Br)cc1
 : 2% | -0.9%
- O=C(NC(=S)Nc1ccc(S(=O)(=O)Nc2nccs2)cc1)c1sc2ccccc2c1Cl
 : -4% | 4.2%
- CCCCCCN=C(C)C1=C(O)C(C(=O)OC)C(C)(C)CC1=O (stereo not given)
 : -7% | -0.6%
- O=C(Nc1ccc2c(c1)OCCO2)c1ccc(Br)c(S(=O)(=O)N2CCOCC2)c1
 : -15% | 2.4%
- COc1ccc2c(c1)OCC/C2=N\OC(=O)c1cccc(Br)c1
 : 4% | 3.5%
- Cn1c(=O)c2c(nc(CN3CCN(C(=O)c4ccco4)CC3)n2Cc2ccccc2)n(C)c1=O
 : nt | -0.9%
- O=C1c2ccccc2C(O)(c2ncc[nH]2)N1C1CCCCC1 (stereo not given)
 : 2% | -0.3%
- O=C(Oc1ccc2c(-c3ccccc3)cc(=O)oc2c1)c1ccccc1Cl
 : 2% | -0.4%
- COC(=O)c1cc(-c2ccc(/C=C3/N=C(c4ccccc4)OC3=O)o2)ccc1Cl
 : -2% | -1.8%
- c1ccc(CNc2ncnc3sc4c(c23)CCC4)nc1
 : nt | 4.7%
- COCCn1nnnc1C(c1cc2ccc(C)cc2[nH]c1=O)N(Cc1ccco1)Cc1cccs1 (stereo not given)
 : -10% | -0.6%
- O=C1/C(=C/c2cccc([N+](=O)[O-])c2)SC(=S)N1c1ccc(F)cc1
 : 0% | -2.3%

Further structures follow.
Every second line gives: MKP-3 inhibition | Hsp70 inhibitors
- Cc1ccc(-n2[nH]c(C)c(/C=N/NC(=O)c3ccccc3[N+](=O)[O-])c2=O)cc1C
 : 0% | 3.8%
- O=C(Cn1cc2c(n1)CCCCC2)NCc1ccccn1
 : -6% | 10%
- Cc1ccc(S(=O)(=O)C(CC(=O)c2ccc(O)cc2)c2ccccc2)cc1 (stereo not given)
 : -5% | 7.1%
- COc1ccccc1CNC(=O)C1CC(=O)N(c2ccc(F)cc2)C1 (stereo not given)
 : -2% | 3.8%
- CCCn1c(/N=C/c2cccs2)nc2ccccc21
 : -1% | 0.2%
- O=C1CCN(S(=O)(=O)c2ccccc2)C2CCCCC12 (stereo not given)
 : -12% | -4.2%
- O=C(CSc1nc2ccc([N+](=O)[O-])cc2[nH]1)c1ccc(F)cc1
 : 0% | 0.4%
- Cc1ccc(C(=O)c2c(C)oc3c2C(=O)C(=O)c2ccccc2-3)cc1
 : nt | 4.8%
- COc1ccc(OCc2ccc(C(=O)O)cc2)cc1
 : -2% | -1.3%
- O=C(C1CCN(S(=O)(=O)c2cccc3cccnc23)CC1)N1CCCC1
 : -6% | 3.5%
- Cc1cccc(C(=O)N2CCC(n3nnc4cc(F)ccc43)CC2)c1
 : -2% | -0.6%
- CC(/C=C1\SC(=S)N(C(C)C(=O)O)C1=O)=C\c1ccccc1 (stereo not given)
 : 3% | 3.7%
- COc1ccccc1NC(=O)CC1S/C(=N\N=C\c2ccc(C)o2)NC1=O (stereo not given)
 : 4% | -1.6%
- N#Cc1c2c(c(NCCCCO)n3c1nc1ccccc13)CCC2
 : -2% | 55%*
- CC(=O)Nc1ccc2c(c1)ncn2-c1ccccc1
 : 0% | -0.7%
- COC(=O)c1c(-c2ccc(OC)c(OC)c2)csc1NC(=O)c1ccc(OCC(C)C)cc1
 : 4% | -4.5%
- O=C1CCCC2=C1C(c1ccc([N+](=O)[O-])cc1)C1=C(CCCC1=O)N2c1ccc(Cl)cc1
 : 1% | -0.9%
- Cc1cc(OCC(=O)Nc2cc(-c3nn4c(C)nnc4s3)ccc2C)ccc1Cl
 : 28% | -16%
- CCOC(=O)/C=C1\SCC(=O)N1CC(=O)c1ccc[nH]1
 : 0% | -3.3%
- CCCCn1c(-c2ccncc2)nc2c1c(=O)[nH]c(=O)n2CC(C)C
 : nt | 0.2%
- CCOC(=O)c1ccccc1NC(=O)CN(c1ccccc1)S(=O)(=O)c1ccccc1[N+](=O)[O-]
 : 2% | 1.2%
- CC(C)(C)OC(=O)c1ccc([N+](=O)[O-])cc1
 : 3% | -3.4%
- CCOC(=O)Cn1c(=N)n(Cc2ccccc2)c2ccccc21
 : -2% | 4.2%
- N#Cc1cccc(NC(=O)c2ccccc2C(=O)O)c1
 : 2% | nt
- COC(=O)c1cc(C(=O)NC2CCCCCC2)cc([N+](=O)[O-])c1
 : -4% | -0.9%
- O=c1oc2cc(O)c([N+](=O)[O-])cc2cc1-c1csc(-c2ccc(Cl)cc2)n1
 : 7% | -15%
- COC(=O)c1ccc(C2/C(=C(\O)c3cccc(OC)c3)C(=O)C(=O)N2CCCN2CCOCC2)cc1 (stereo not given)
 : 9% | 2.1%
- COc1cc(C)c(CNC23CC4CC(CC(C4)C2)C3)cc1C
 : -1% | -3.7%
- COc1ccc2nc(NC(=O)CCNS(=O)(=O)c3ccc4c(c3)oc(=O)n4C)sc2c1
 : -8% | -0.9%
- CCSc1nnc2c(n1)[nH]c1c(C)cccc12
 : -10%&1% | 2.1%&1.1%
- CC(=O)C1=C(C)NC(=O)NC1c1cccs1 (stereo not given)
 : nt | 6.0%
- CC1(C)CC(=O)C(C2(C3=C(O)CC(C)(C)CC3=O)C(=O)Nc3ccccc32)C(=O)C1 (stereo not given)
 : 2% | -4.3%
- O=C(NC1=NCCS1)C1COc2ccccc2O1 (stereo not given)
 : -5% | -7.6%
- O=C(OCc1ccccc1)c1ccc(Br)o1
 : -19% | 3.3%
- CCC(=O)/C=C1/Sc2ccc(OC)cc2N1CC
 : nt | 12%
- NC(=O)c1nc(C2CCCCC2)nc2c1[nH]c(=O)n2-c1ccc(F)cc1
 : -7% | 0.7%
- CC1CCCCN1CCCn1c(=S)[nH]c2ccccc2c1=O (stereo not given)
 : -7% | 2.2%
- Cc1cnc(NC(=O)C2COc3ccccc3O2)s1 (stereo not given)
 : nt | 1.5%
- O=C(c1cccs1)N1CCN(CCc2ccccc2)CC1
 : -15% | 1.3%
- CCOC(=O)c1c[nH]c2ccc([N+](=O)[O-])cc2c1=O
 : -2% | 0.6%
- COc1ccc(N(CC(=O)Nc2cccc(C(F)(F)F)c2)S(C)(=O)=O)cc1
 : -3% | 5.0%&4.5%
- COc1ccc(OC)c(NC(=O)C2CCN(Cc3cnn(-c4ccccc4)c3-n3cccc3)CC2)c1
 : nt | -5.7%
- O=C(COc1ccc(S(=O)(=O)N2CCCCC2)cc1)NC1CCCCC1
 : -5% | 4.1%
- COc1cccc2c(=O)n(CC(=O)N3CCCCCC3)ccc12
 : 9% | -3.2%
- O=C(NC(=S)Nc1ncn[nH]1)c1ccccc1
 : 4% | 4.8%
